Assay outcomes: PubChem, National Center for Advancing Translational Sciences (NCATS)
IMPase Li inh: IMPase inhibition in cells with lithium potentiation | CHO-M1 cells, IP1 TR-FRET (IP-One), carbachol + lithium | Potency, µM (series often up to 59.4 µM), inactives show top-dose activity, negative = IMPase inhibition, usual class: inhibitors | hit rate 0.35% among 210,000;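 also: IP1 builds up when IMPase is blocked and the TR-FRET signal falls; potency is read from the fitted curve at half-maximal effect; plate controls were basal vehicle for no effect and high inhibitor control for full effect; nearly all actives have a fitted effect of over 50% in size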
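Readout is a homogeneous TR-FRET IP1 immunoassay (Ex 320, Em 665 and 620), where raised cytosolic IP1 lowers signal. Cells were CHO-M1 treated 30 min at 37C with test compounds plus a little lithium; AC50 values came from Hill-equation fitting.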
HTT aggregate: inhibitors of mutant huntingtin aggregate formation in PC12 cells | PC12 HttQ103-GFP aggregates, Acumen cytometry, 40 h | AID 1688 | hit rate 1.1% among 220,000 | Potency, µM (doses to about 46.1 µM), for inactives: at the highest dose activity change, negative = inhibition, actives largely listed as inhibitors; also: potency is read from the fitted curve at half-maximal effect; % is scaled to controls: 0 for no effect and ±100 for the full control effect; nearly all actives have a fitted effect of over 60% in size
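Quantitative HTS on tebufenozide-induced (100 nM) PC12 cells stably expressing polyQ103 Huntingtin exon 1–GFP. Reduction of bright GFP aggregates, detected by laser scanning cytometry after lysis, identified actives across the titration.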
NPSR antagonist: antagonists of human neuropeptide S receptor cAMP signaling; Q6W5P4; CHO-NPSR cells, cAMP TR-FRET, antagonist mode; Potency, µM (doses to about 38.3 µM), for the others: at the highest dose activity change, negative = inhibition, actives largely listed as inhibitors; hit rate 1% among 220,000; AID 1461; also: potency is read from the fitted curve at half-maximal effect; % is scaled to controls: 0 for no effect and ±100 for the full control effect; nearly all actives have a fitted effect of over 50% in size; many of its hits are not listed in these tables
L3MBTL1 inh: L3MBTL1 (human) inhibition; Q9Y468; AlphaScreen L3MBTL1–H3K9me1 peptide binding; Potency, µM (series often up to 57.1 µM), without a hit: at the top dose activity, negative = inhibition, hits mostly inhibitors; hit rate 0.66% among 230,000; AID 485360; also: potency is read from the fitted curve at half-maximal effect; % is scaled to controls: 0 for no effect and ±100 for the full control effect; nearly all actives have a fitted effect of over 60% in size
Target sequence (Q9Y468 whole entry, looked up): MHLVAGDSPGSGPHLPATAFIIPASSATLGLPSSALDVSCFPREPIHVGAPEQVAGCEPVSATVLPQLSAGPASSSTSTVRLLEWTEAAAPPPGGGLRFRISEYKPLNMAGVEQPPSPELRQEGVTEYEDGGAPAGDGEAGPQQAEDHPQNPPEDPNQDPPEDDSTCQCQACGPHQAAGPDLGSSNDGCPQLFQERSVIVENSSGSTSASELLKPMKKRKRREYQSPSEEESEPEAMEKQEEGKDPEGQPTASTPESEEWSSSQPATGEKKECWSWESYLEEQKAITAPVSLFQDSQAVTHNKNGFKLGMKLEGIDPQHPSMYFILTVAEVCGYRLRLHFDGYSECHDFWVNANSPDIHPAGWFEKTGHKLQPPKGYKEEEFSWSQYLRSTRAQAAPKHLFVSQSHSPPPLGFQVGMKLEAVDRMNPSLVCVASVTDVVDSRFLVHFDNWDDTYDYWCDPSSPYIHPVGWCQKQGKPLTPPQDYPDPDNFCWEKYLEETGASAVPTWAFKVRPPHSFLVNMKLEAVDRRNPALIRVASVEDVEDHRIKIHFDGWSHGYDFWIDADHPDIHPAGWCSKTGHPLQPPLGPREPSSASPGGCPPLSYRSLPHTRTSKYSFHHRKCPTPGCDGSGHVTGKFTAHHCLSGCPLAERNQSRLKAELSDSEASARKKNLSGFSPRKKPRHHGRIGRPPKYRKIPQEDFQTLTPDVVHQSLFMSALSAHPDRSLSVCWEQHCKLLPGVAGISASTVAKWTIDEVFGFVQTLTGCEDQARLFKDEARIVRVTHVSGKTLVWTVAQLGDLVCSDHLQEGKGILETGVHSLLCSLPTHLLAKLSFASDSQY
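Displacement of a biotinylated histone H3(1-15) peptide monomethylated at Lys9 (75 nM) from L3MBTL1 (50 nM) was measured by AlphaScreen after a 30 min room-temperature compound incubation; cefsulodin titration served as intraplate control.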
Epigenetic reg: derepresses silenced GFP reporter in murine cells | Potency, µM (doses to about 53.9 µM), for the others: at the top dose GFP activation, usual class: activators | hit rate 0.2% among 280,000 | murine LDR cells, GFP reporter derepression, 30 h; also: potency is read from the fitted curve at half-maximal effect; % of control where 0% means no effect; nearly all actives have a fitted effect of over 60% in size
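Readout is the number of GFP-expressing murine LDR cells, counted by cytometry following washing. Cells were treated with compound for 30 h at 37 C; the stably integrated CMV-GFP locus is normally silent.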
KinaseGlo FLuc: blocks Kinase-Glo luciferase, a counter-screen artifact; Q27757; Kinase-Glo luciferase, ATP luminescence, 8 min; Potency, µM (titrated, usually from 38.3 µM), inactives show at the highest dose activity change, negative = inhibition, most hits filed as inhibitors; hit rate 0.28% among 200,000; AID 1379; also: potency is read from the fitted curve at half-maximal effect; % is scaled to controls: 0 for no effect and ±100 for the full control effect; nearly all actives have a fitted effect of over 60% in size
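Luminescence was the read-out, taken after 8-minute incubation at ambient temperature. Luciferase turned over luciferin with 10 uM ATP in imidazole pH 7.2 buffer containing KCl, MgCl2, Tween 20 and BSA.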
CBFb RUNX1 block: blocks binding between human CBF-beta and RUNX1; AlphaScreen CBFb-His/RUNX1-biotin binding, biochemical; 230,000 tested, under 10 active; Potency, µM (highest dose often 59.8 µM), inactives show at the highest dose activity, negative = inhibition, usual class: inhibitors; Q01196+Q13951; also: % of control where 0% means no effect
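Compounds were screened at multiple concentrations against a preformed CBF-beta(His)/RUNX1(biotin) complex (30 nM of each) for 15 min at room temperature, followed by 90 min with nickel and streptavidin beads and AlphaScreen reading.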
* = called active by the depositor; ? = inconclusive; · = no result given; & = joins results of further samples; [ ] = another dose, or the depositor's remark. Calls follow the shape of the dose curve; as a rule, active = well fitted curve in the direction sought with a large enough effect; inconclusive = small, poorly fitted or top-dose-only effect, or another doubt; inactive = no such curve, though single readings can be large; an effect the other way counts as inactive or inconclusive.

SMILES | IMPase Li inh | HTT aggregate | NPSR antagonist | L3MBTL1 inh | Epigenetic reg | KinaseGlo FLuc | CBFb RUNX1 block
Cc1ccc(S(=O)(=O)N(CC(=O)O)c2ccc(Cl)c(C(F)(F)F)c2)cc1 | 0% | -7%[9.22 µM] | -10% | 2% | -1.3% | 3% | 3%
CCCOC(=O)c1c(NC(=O)C2CCCO2)sc(C(=O)OC)c1C (stereo unspecified) | 14% | 13% | -26% | 0% | -2.1% | 2% | 7%
CCn1c(Cc2ccccc2)nnc1SCC(=O)Nc1ccc(OC)cc1 | 24% | -16% | -21%[46.1 µM] | -21% | -1.2% | 5% | 10%
O=C(O)CCn1c(O)c(C=C2N=c3ccccc3=N2)sc1=S | · | -6%[9.22 µM] | 47% | -3% | -2.0% | · | -6%
Cn1c(=O)[nH]c(=O)c2c1nc(N1CCCCCC1)n2CC(=O)c1ccccc1 | -1%[38.3 µM] | -10% | -20%[46.1 µM] | 9% | 2.5% | 14% | 6%
CCC(CNc1cc(OC)cc2cccnc12)NC1CCCCC1 (stereo unspecified) | · | -21%[9.22 µM] | 23% | -25% | 0.8% | · | ·
O=S1(=O)Nc2c(ccc3cccnc23)-c2ccccc21 | 11%[38.3 µM] | ? | 3.2µM* | 11µM* | ? | 1% | -12%&-4%
O=C1CC(c2ccccc2O)Oc2ccc(O)cc21 (stereo unspecified) | 15% | · | · | · | -0.8% | 2% | 11%[21.7 µM]
CC(C)Nc1ccc(C(CC(N)=O)NC(=O)Cc2ccc(Cl)cc2)cc1[N+](=O)[O-] (stereo unspecified) | · | -12%[9.22 µM] | 2% | · | 0.9% | · | -16%
Cc1ccccc1-c1noc(-c2ccccc2C(=O)O)n1 | · | 38%[9.22 µM] | 1% | 16% | 0.2% | · | 8%
CC(=O)Nc1cc2cc(NS(=O)(=O)c3ccc(Cl)cc3)ccc2oc1=O | · | -29%[9.22 µM] | -2% | · | 0.1% | · | -1%
CSc1nc(N)nc(SCC(=O)OC(C)C)c1C#N | -1%[38.3 µM] | -3% | -6%[46.1 µM] | 5% | -0.2% | -6% | 7%
O=C(c1ccc(Br)cc1)N(c1ccccn1)C1CCCCC1 | · | -31%[9.22 µM] | -33% | · | -1.1% | · | 19%
COC(=O)Cc1c(C)c2ccc(OC(=O)c3ccco3)cc2oc1=O | -10%[38.3 µM] | 2% | 7%[46.1 µM] | 4% | -0.4% | -1% | 3%
CC(C)CNC(=O)c1cccc(NC(=O)Cc2ccc(Cl)cc2)c1 | 4% | 1% | 11% | 9% | 0.0% | 0% | -3%
COCCCNC(=O)c1ccccc1-c1cc(C)no1 | · | 20%[9.22 µM] | -22% | 9% | 2.0% | · | 2%
O=C(CC1CCCCC1)NCc1ccccn1 | 23%[38.3 µM] | 27% | -5%[46.1 µM] | · | -1.1% | 2% | 10%
Cc1nnc(-c2cnn(C)c2N)n1Cc1ccccc1 | 27%[38.3 µM] | 0% | 7%[46.1 µM] | · | 3.8% | 10% | 8%
Cc1cc(=O)oc2cc(Oc3ccc([N+](=O)[O-])cc3[N+](=O)[O-])ccc12 | -6% | ? | -6%[46.1 µM] | 3% | 0.0% | 0% | -19%
CC1=NN(c2ccccc2)C(=O)C1N=Nc1ccccc1 (stereo unspecified) | 2% | -10% | -2% | -28% | -1.0% | -2% | -26%
Cc1nn(-c2ccccc2)c(Cl)c1/C=N/NC(=O)C1COc2ccccc2O1 (stereo unspecified) | 9% | 6% | -6% | 7% | 0.0% | -2% | 3%
Cc1ccc(C)[n+](CC(=O)c2ccc(-c3ccccc3)cc2)c1 | 29% | · | 21% | 15% | 3.3% | -10% | -16%
Cc1cc(N)n(-c2ccc(S(=O)(=O)N3CCCC3)cc2[N+](=O)[O-])n1 | · | -12%[9.22 µM] | -1% | · | -1.1% | · | -2%
CCCN(CCC)S(=O)(=O)c1ccc(Cl)c([N+](=O)[O-])c1 | 17% | 22% | -39% | -19% | -2.3% | 2% | 4%
COc1ccc(CCN2CN(S(=O)(=O)c3ccccc3)c3nc4ccccc4nc32)cc1OC | 12% | ? | -9% | 1% | -1.0% | 3% | 3%
Cc1ccc(-c2cc(-c3cccs3)[nH]n2)c(O)c1 | -9%[38.3 µM] | 5%[9.22 µM] | -10%[46.1 µM] | · | -1.5% | 0% | -2%
CCCCOc1ccc(C2OC34CCCCC3C(C#N)(C#N)C2(C#N)C(=N)O4)cc1 (stereo unspecified) | 20%[38.3 µM] | -7% | -2%[46.1 µM] | · | 0.0% | -2% | 3%
CN(C)S(=O)(=O)c1ccc(C(=O)NCC(=O)N/N=C/c2ccccc2)cc1 | 3% | -10% | 1% | · | 0.0% | 1% | -4%
CN(c1ccccc1)S(=O)(=O)c1ccc(Cl)c(C(=O)Nc2nc3ccccc3[nH]2)c1 | 4% | ? | -6% | -6% | -2.0% | -1% | -15%
NS(=O)(=O)c1ccc(CCNC(=O)CCC2COc3ccccc3O2)cc1 (stereo unspecified) | 1% | -1% | 10%[46.1 µM] | -4% | -2.9% | -1% | 17%
S=C(Nc1ccc(Br)cc1)N1CCn2cccc2C1c1cccnc1 (stereo unspecified) | 23% | -22% | ? | ? | -1.3% | 0% | -7%
O=C(Nc1ccccc1N1CCOCC1)c1cccc(F)c1 | 2% | -2% | -15% | · | 0.9% | -2% | 4%
COC(=O)c1ccc(OCCOc2ccc(C(=O)OC)cc2)cc1 | 15%[38.3 µM] | -2% | -10%[46.1 µM] | · | 0.0% | 4% | 2%
CCc1ccc(NC(=O)c2ccc(OC)c([N+](=O)[O-])c2)cc1 | 26% | 11% | 9% | 18% | -1.1% | 1% | -2%
CCOC(=O)COc1ccc2c3c(c(=O)oc2c1C)CCC3 | 16%[38.3 µM] | -7% | -25%[46.1 µM] | · | 0.0% | -5% | 9%
O=C(CCc1nnc(CCC2CCCCC2)o1)NCc1ccon1 | -5% | 7%[9.22 µM] | -2% | 6% | -0.2% | · | -3%
Nc1nnc(CCCCc2cccs2)o1 | · | -16% | 1%[46.1 µM] | 2% | -1.1% | 2% | 1%
COc1cccc(/C=N/n2c(SC)nnc2-c2ccccc2)c1OC | 21%[38.3 µM] | 1% | -24%[46.1 µM] | -5% | 0.0% | 2% | 2%
CCN1CCN(C(=O)CCN2C(=O)c3ccccc3C2=O)CC1 | -9% | -1% | 14% | -2% | -2.5% | 5% | -5%
CCSc1nnc(NC(=O)c2ccccc2)s1 | -3% | 7% | -4% | 7% | 0.0% | -5% | 11%
CCCS(=O)(=O)N1CCCC(C(=O)NCCN(C)Cc2ccccc2)C1 (stereo unspecified) | 19%[38.3 µM] | 2% | 0%[46.1 µM] | -1% | -3.4% | -9% | -3%
O=C(O)Cc1ccc(O)c(O)c1 | 0%&5% | -15%[9.22 µM] | 6%[46.1 µM] | · | 7.2%&2.1%&1.1% | -4% | -28%&8%&8%
Clc1ccc(CNc2ccccn2)cc1 | 6% | -7%[9.22 µM] | -9% | 15% | -1.0% | 1% | -1%
COc1cccc(COc2cc3ccccc3nc2C)c1 | 19%[38.3 µM] | 1.8µM* | -18%[46.1 µM] | 18% | 0.0% | -3% | 25%
CC(=O)Nc1sc2c(c1C(c1ccccc1)N1CCOCC1)CCCC2 (stereo unspecified) | 37%[38.3 µM] | -19% | ? | · | -0.8% | -4% | -9%
C1CCC(c2nn3c(-c4n[nH]c5c4CCC5)nnc3s2)CC1 | · | -14% | -11%[46.1 µM] | 0% | 4.2% | · | -5%
COC(=O)C(C)NC(=O)C12CC3CC(CC(C3)C1)C2 (stereo unspecified) | -2% | 5% | 2%[46.1 µM] | 2% | 1.8% | 4% | 6%
CCSc1nc2c(c(=O)[nH]1)C(c1ccncc1)C(C(=O)OC(C)C)=C(C)N2 (stereo unspecified) | -9%[38.3 µM] | 24% | -14%[46.1 µM] | 0% | -1.2% | -2% | 4%
COc1ccccc1N1CCN(Cc2ccco2)CC1 | 0%[38.3 µM] | 8% | 0%[46.1 µM] | -4% | -0.9% | -2% | -1%
COc1ccccc1/C=C/C=N/n1c(C)nnc1C | 8% | 11%[9.22 µM] | -2% | 4% | -3.5% | -4% | 4%
Cc1cccc(C)c1NC(=O)CN(C)C(=O)/C=C/c1cccs1 | 6% | 9% | 11% | 7% | 0.0% | 0% | 3%
Cc1ccc(OCC(O)Cn2c(=N)n(Cc3ccccc3)c3ccccc32)cc1 (stereo unspecified) | 29%[38.3 µM] | ? | -10%[46.1 µM] | · | 2.0% | 19% | -3%
CCC(C)c1ccc(S(=O)(=O)N2CC(=O)Nc3ccccc32)cc1 (stereo unspecified) | 3% | 1% | 1% | 11% | 1.1% | -7% | 2%
CCSc1nc2ccccc2c(=O)n1Cc1ccc(F)cc1 | 9% | -19% | -18% | · | -1.0% | -1% | ?
COc1ccccc1/C=N/NC1=NCCCCC1 | 13%[38.3 µM] | -7% | -12%[46.1 µM] | 4% | 0.0% | -7% | 2%
O=C(COc1ccc(Br)cc1Cl)NC(=O)NCc1ccccc1 | 6% | 15% | -16% | 3% | 0.0% | 2% | 1%
C/C(CCN1CCCCc2nc(C)c(C)cc21)=N\O[C@@H](C)c1cn([C@H](CO)Cc2ccccc2)nn1 | 8% | -8% | 5% | -4% | 2.0%[10.1 µM] | 1% | 5%[13.1 µM]
Cc1c(NC(=O)CCCOc2ccccc2)cccc1[N+](=O)[O-] | 2%[38.3 µM] | 2% | -8%[46.1 µM] | 44%[activator] | 0.6% | -2% | 2%
CCn1c(=O)c([N+](=O)[O-])c(NCc2ccco2)c2ccccc21 | · | 15%[9.22 µM] | -13% | -11% | 6.1% | · | 8%
COc1ccc(C2CC(c3ccccc3)n3nnnc3N2)cc1 (stereo unspecified) | 1%[38.3 µM] | 17%[9.22 µM] | -10%[46.1 µM] | · | -0.1% | 2% | 1%

Other entries follow:
SMILES | IMPase Li inh | HTT aggregate | NPSR antagonist | L3MBTL1 inh | Epigenetic reg | KinaseGlo FLuc | CBFb RUNX1 block
O=C(Cn1c2c(c(=O)n3ncnc13)CCC2)N/N=C/c1ccc(Cl)cc1 | · | -32%[9.22 µM] | -5% | · | 0.1% | · | 2%
COc1cc(NC(=O)c2cccs2)c(C(=O)OCC(=O)NCc2ccco2)cc1OC | 28%[38.3 µM] | -1% | -12%[46.1 µM] | · | 3.6% | 0% | -19%
Cc1ccc(-c2onc3ccc(C4OCCO4)cc23)cc1 | 4% | -17% | -12% | · | -3.9% | -1% | 9%
CSc1nnc([C@H](C)NC(=O)OC(C)(C)C)o1 | 1%[38.3 µM] | -3% | 3%[46.1 µM] | -4% | 0.1% | 0% | 0%
O=C(CNS(=O)(=O)c1ccc(F)cc1)N1CCN(c2ccc(F)cc2)CC1 | 26%[38.3 µM] | 4% | 4%[46.1 µM] | · | -1.1% | 0% | 9%
COCCN=C1NN=C(c2ccc(NC(C)=O)cc2)CS1 | 5% | 10% | 7% | 4%[11.4 µM] | ? | 3% | -7%

Only part of the results is shown; count on the stated rates, not on these rows.
